Screens from PubChem.
rCAG binder: r(CAG) repeat RNA binding | AID 651821 | TO-PRO-1 dye displacement fluorescence | hit rate 1.3% among 370,000 | inhibition, % at 3 µM;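 active means inhibition above the plate cutoff, the mean of all test compounds on that plate plus 3 SD, cut at about 35% in these data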;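 further: 0% = DMSO alone and 100% = 100 µM mitoxantrone as full dye displacement; higher means more dye released from RNA so lower well fluorescence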
MBD2 inh: MBD2-methylated oligo binding inhibition; TR-FRET, MBD2 binding to methylated oligonucleotide; Q9UBB5; inhibition, % at 4.4 µM; hit rate 0.31% among 370,000; in the data active means inhibition above about 13%
SIAE inh: blocks human sialic acid acetylesterase; Q9HAT2; SIAE FP-Rh probe binding, fluorescence polarization; inhibition, % at 9.66 µM; hit rate 0.69% among 370,000; AID 1053197;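 active means inhibition above a cutoff: mean of compounds within the control limits plus 3 SD of those, cut at about 17% in these data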;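 further: 0% = plate median of compound wells and 100% = probe without SIAE protein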
TCR-CD3 inh: blocks the human TCR-CD3 interaction. AID 651800. TAMRA-labeled TCR probe fluorescence, biochemical. inhibition, % at 9.4 µM. hit rate 0.37% among 360,000; in the data active means inhibition above about 19%;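 further: recombinant mutant TCR 2C K166C tagged with TAMRA read by polarization; 0% = receptor in buffer alone and 100% = receptor with positive control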
HTRA1 inh: blocks human HTRA1 serine peptidase. Q92743. recombinant HTRA1, FP-rhodamine activity-based probe, fluorescence polarization. inhibition, % at 5.96 µM. hit rate 0.5% among 340,000; in the data active means inhibition above about 36%;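 further: 0% = enzyme with DMSO and 100% = wells lacking enzyme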
GC-B act: GC-B (human) receptor activation; P20594; HEK293-GC-B cells, CNP EC30, cGMP TR-FRET; 0% at EC30 CNP, 100% saturating CNP; activation, % at 10 µM; hit rate 0.11% among 370,000;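 active means activation at 10 µM reaching about 35% in either raw or pattern-adjusted values, limit read from the data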
Target sequence (P20594 whole entry, looked up): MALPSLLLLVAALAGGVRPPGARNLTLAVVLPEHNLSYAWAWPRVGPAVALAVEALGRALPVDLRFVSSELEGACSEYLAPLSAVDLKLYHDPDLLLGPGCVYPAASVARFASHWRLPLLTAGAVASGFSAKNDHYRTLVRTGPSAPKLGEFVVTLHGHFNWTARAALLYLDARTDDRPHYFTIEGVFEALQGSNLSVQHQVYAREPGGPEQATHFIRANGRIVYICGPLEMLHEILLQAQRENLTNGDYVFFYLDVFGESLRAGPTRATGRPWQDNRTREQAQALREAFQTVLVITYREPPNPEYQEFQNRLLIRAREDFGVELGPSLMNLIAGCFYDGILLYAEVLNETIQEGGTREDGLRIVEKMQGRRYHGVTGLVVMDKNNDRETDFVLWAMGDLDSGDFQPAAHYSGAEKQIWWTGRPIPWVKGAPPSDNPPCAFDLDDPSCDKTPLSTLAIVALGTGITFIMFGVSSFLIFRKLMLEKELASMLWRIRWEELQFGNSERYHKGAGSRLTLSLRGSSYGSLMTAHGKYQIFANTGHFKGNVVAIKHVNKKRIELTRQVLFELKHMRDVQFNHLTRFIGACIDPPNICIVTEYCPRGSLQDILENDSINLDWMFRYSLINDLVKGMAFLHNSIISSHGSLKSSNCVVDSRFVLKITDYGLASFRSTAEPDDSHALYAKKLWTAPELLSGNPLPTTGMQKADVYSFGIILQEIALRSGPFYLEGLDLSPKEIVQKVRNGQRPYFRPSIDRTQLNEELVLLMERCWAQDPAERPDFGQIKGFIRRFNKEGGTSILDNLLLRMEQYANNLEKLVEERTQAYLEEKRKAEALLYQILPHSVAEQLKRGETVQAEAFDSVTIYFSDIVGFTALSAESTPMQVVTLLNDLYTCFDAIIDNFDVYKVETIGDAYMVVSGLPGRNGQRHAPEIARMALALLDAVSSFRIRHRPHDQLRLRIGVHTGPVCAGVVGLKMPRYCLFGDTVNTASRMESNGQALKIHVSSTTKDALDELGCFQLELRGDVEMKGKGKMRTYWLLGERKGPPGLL
GC-A act: GC-A (human) enzyme activation; HEK293 GC-A cells, cGMP TR-FRET, EC30 ANP; 0% at EC30 ANP, 100% saturating ANP; activation, % at 10 µM; hit rate 0.14% among 370,000; AID 1671463; in the data active means activation above about 40%
UHRF1 MBD2 ctr: blocks human UHRF1 binding to methylated DNA. UHRF1 binding to methylated oligo, TR-FRET. inhibition, % at 4.4 µM. hit rate 0.75% among 370,000; in the data active means inhibition above about 21%;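 further: UHRF1 SRA domain binding a hemimethylated CpG hairpin DNA probe; 0% = median of test compound wells and 100% = reference inhibitor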
PRMT1 inh: blocks human protein arginine methyltransferase 1; Q99873; recombinant PRMT1, activity-based probe fluorescence polarization; inhibition, % at 2.79 µM; hit rate 1.3% among 370,000; AID 652257;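 active means inhibition above about 21% made by adding two undisclosed values, limit read from the data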
mABHD4 FP: inhibits mouse alpha/beta hydrolase domain 4; Q8VD66; purified mABHD4, FP-Rh probe fluorescence polarization; inhibition, % at 8.92 µM; hit rate 0.54% among 370,000;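 active means inhibition exceeding the mean over every tested compound plus 3 SD, cut at about 30% in these data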;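 further: 0% = plate median of compound wells and 100% = S159A mutant with DMSO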
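Test system: mouse ABHD4 enzyme, wild type. Reagent: FP-Rh fluorescent activity-based probe, added after compound pre-incubation. Timing: pre-incubation 45 min, probe exposure 60 min, at 25 °C. Technique: FP readout, ex 525 nm / em 598 nm. Benchmarks: high control S159A mutant with DMSO, low control median of compound wells.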
The depositor's hits bear a star; . = no result given. Only part of the results is shown; rates above refer to the full screens.

SMILES | rCAG binder | MBD2 inh | SIAE inh | TCR-CD3 inh | HTRA1 inh | GC-B act | GC-A act | UHRF1 MBD2 ctr | PRMT1 inh | mABHD4 FP
COC(CN(C)C(C(=O)NC1CCCCC1)c1ccccc1)OC (stereo not given) | -10 | -5 | 4 | -9 | 3 | -2 | -9 | -1 | -2 | 6
CC(C)c1cccc(C(C)C)c1OC(=O)[C@H]1OC(c2ccc(Br)cc2)=C[C@@H]1c1ccc(Br)cc1 | 5 | -2 | -20 | 2 | -40 | 3 | -1 | -1 | -1 | -3
CCOC(=O)C1C2C=CC3(CN(Cc4cccs4)C(=O)C13)O2 (stereo not given) | 5 | -6 | -4 | -4 | 0 | 5 | 4 | -3 | -1 | -4
COc1ccc(-c2cc3ccccc3n2CC(O)CNCCO)cc1 (stereo not given) | 8 | -7 | 0 | 12 | 4 | -7 | -1 | -2 | 2 | 8
O=C(O)c1ccc(NC(=S)NC(=O)c2cccnc2)cc1 | 1 | -1 | -6 | 0 | -5 | 0 | 4 | 1 | 0 | 1
O=c1[nH]c(CN2CCN(CCO)CC2)nc2ccccc12 | 1 | -9 | 4 | -3 | -2 | 9 | 1 | -2 | -3 | 3
O=C(c1cc(F)c(F)cc1Cl)N1CCCCC1 | -3 | 0 | 0 | -6 | 17 | -1 | 0 | 5 | 1 | -6
CCCC(=O)Nc1cc(Cl)ccc1N1CCN(C(=O)CC)CC1 | -9 | 6 | -1 | -3 | 2 | 0 | 4 | 5 | 3 | 2
O=C(CCCN1C(=O)c2ccccc2C1=O)NC1=NCCS1 | 0 | -2 | 6 | -3 | -3 | 3 | -2 | 0 | 0 | 3
CCN(CC(=O)Nc1c(F)cccc1F)C(=O)CCc1c[nH]c2ccccc12 | -3 | 3 | 7 | 3 | -1 | -2 | 1 | -1 | -3 | 2
O=C(NNC(=O)c1ccc(Oc2cc(Cl)cc(Cl)c2)o1)c1ccccc1 | -3 | 2 | -1 | -4 | -6 | -3 | 5 | 4 | 3 | 3
CSC1=NCCN1C(=O)c1ccc(S(=O)(=O)N(C)C)cc1 | 0 | -3 | 2 | 4 | -5 | -3 | 3 | -3 | -3 | 2
CCn1ncc(C2=NOC(C(=O)Nc3c(C)n(C)n(-c4ccccc4)c3=O)C2)c1C (stereo not given) | 0 | -3 | -1 | 9 | -2 | -5 | 4 | 1 | 2 | 1
OCCC1CN(Cc2ccc(C(F)(F)F)cc2)CCN1Cc1ccccc1 (stereo not given) | -10 | 4 | -3 | 0 | -5 | -3 | 5 | 0 | -1 | -2
O=C1c2ccccc2C(c2nnnn2-c2ccc3c(c2)OCCO3)N1CCOc1ccccc1 (stereo not given) | 5 | -1 | 16 | -2 | . | -2 | -8 | -2 | 3 | 1
COC(=O)c1[nH]c2ccc(C)cc2c1NC(=O)C(C)N1CCN(C2CCCCC2)CC1 (stereo not given) | -9 | 0 | -1 | -4 | 2 | 1 | 1 | 0 | -2 | 12
COc1cccc(OC)c1OCCN1CCC(C(=O)NC(c2ccc3c(c2)OCO3)c2ccccn2)CC1 (stereo not given) | 1 | 0 | 3 | 2 | . | 2 | -4 | -1 | -3 | -7
Cc1cccc2c1NC(=O)C2(O)N1CCCC(C)C1 (stereo not given) | -4 | 3 | 2 | 4 | 1 | 0 | 1 | -1 | -1 | -1
CC(=O)Nc1ccc(S(=O)(=O)N(C)CC(=O)OCC(=O)N(C)C2CCS(=O)(=O)C2)cc1 (stereo not given) | 1 | -4 | 3 | 2 | -1 | -5 | 5 | 0 | -7 | -6
COc1cc(Cl)c(CNC[C@H]2O[C@@H](n3cnc4c(N)ncnc43)[C@H](O)[C@@H]2O)c(Cl)c1O | 1 | -11 | 7 | 3 | 9 | -3 | 3 | -4 | -1 | 0
Cc1ccc(C)c(N2N=C(C(=O)Nc3nccs3)CCC2=O)c1 | -2 | -1 | 2 | 1 | 0 | -3 | 0 | -1 | -4 | 0
O=C(COc1ccc(Cl)cc1)Nc1ccc(C(=O)O)cc1NC(=O)COc1ccc(Cl)cc1 | 3 | -4 | -3 | 0 | -5 | 4 | 0 | 4 | 5 | 3
CC1CC(C)(C)NC(=S)N1CC(=O)NCc1ccccc1Cl (stereo not given) | -7 | 6 | -3 | -7 | 9 | 1 | 3 | 4 | 4 | -11
Cc1ccc(C(C)(C)C)cc1S(=O)(=O)N1CC(=O)Nc2ccccc21 | 0 | -2 | -3 | 6 | -19 | 0 | -2 | 1 | 2 | -5
O=C(NC(=S)Nc1cccnc1)c1cccc(Br)c1 | -3 | -2 | 3 | 3 | 3 | 0 | -1 | 0 | -3 | 0
Cc1cc(C)nc(N2CCCC(C(=O)Nc3nnc(C(C)C)s3)C2)n1 (stereo not given) | -1 | -2 | 6 | -5 | . | -6 | -7 | -1 | -3 | -2
O=C(CCC(=O)Nc1ccccc1Cl)NNC(=O)c1ccccc1[N+](=O)[O-] | 2 | 3 | -1 | -3 | -13 | 1 | 1 | 1 | 2 | 3
Cc1cc(C(=O)N/N=C/c2c(CO)cnc(C)c2O)c2ccccc2n1 | -4 | -8 | -4 | 23* | -4 | -4 | -2 | -5 | -2 | 5
COc1ccc(NC2CCCN(C(=O)c3cccc(N(C)C)c3)C2)cc1 (stereo not given) | -6 | -2 | 7 | 6 | -2 | 1 | 2 | 7 | -1 | 9
CCCCc1nc(NCCO)c(C#N)c2c1CCCC2 | -8 | 6 | 3 | 4 | -7 | 0 | 5 | -2 | -8 | -5
O=C(CN1C(=O)c2ccccc2C1=O)N1CCN(c2nnc(-c3ccccc3)c3ccccc23)CC1 | 2 | -5 | -5 | 9 | 1 | 9 | 1 | 0 | -4 | -1
Cc1[nH]c2ccccc2c1[C@H]1[C@@H](CC#N)C1(C)C | 0 | 3 | 8 | -2 | -7 | -6 | -8 | -3 | 0 | -1
CN1CCN(C(=O)Nc2cccc3ccccc23)CC1 | -4 | -1 | 5 | 11 | 1 | 0 | 1 | -1 | 2 | 1
CC(=O)N1CCN(S(=O)(=O)c2ccc(C)cc2)C1C(C)C (stereo not given) | -2 | 2 | -1 | 0 | 0 | -1 | 2 | 2 | 0 | 0
C=CCN(c1ccc(C(=O)NC(C)C)cc1)S(C)(=O)=O | 4 | 1 | 2 | 5 | 0 | 6 | 2 | 2 | 1 | -8
CN(C)c1ccc(C(=O)NCc2ccc3c(c2)OCO3)cc1 | -3 | 2 | 2 | 0 | -9 | 6 | 6 | -1 | 0 | 1

Part of the list above in order of SMILES length, lowest first:
SMILES | rCAG binder | MBD2 inh | SIAE inh | TCR-CD3 inh | HTRA1 inh | GC-B act | GC-A act | UHRF1 MBD2 ctr | PRMT1 inh | mABHD4 FP
CCCCc1nc(NCCO)c(C#N)c2c1CCCC2 | -8 | 6 | 3 | 4 | -7 | 0 | 5 | -2 | -8 | -5
Cc1[nH]c2ccccc2c1[C@H]1[C@@H](CC#N)C1(C)C | 0 | 3 | 8 | -2 | -7 | -6 | -8 | -3 | 0 | -1
Cc1cc(C(=O)N/N=C/c2c(CO)cnc(C)c2O)c2ccccc2n1 | -4 | -8 | -4 | 23* | -4 | -4 | -2 | -5 | -2 | 5
O=C(CN1C(=O)c2ccccc2C1=O)N1CCN(c2nnc(-c3ccccc3)c3ccccc23)CC1 | 2 | -5 | -5 | 9 | 1 | 9 | 1 | 0 | -4 | -1

Remaining list, next part.
SMILES | rCAG binder | MBD2 inh | SIAE inh | TCR-CD3 inh | HTRA1 inh | GC-B act | GC-A act | UHRF1 MBD2 ctr | PRMT1 inh | mABHD4 FP
CCN1CCN(c2ccc(S(=O)(=O)N3CCOCC3)cc2NC(=O)c2ccccc2SC)CC1 | 1 | -5 | 8 | -1 | 3 | 1 | 1 | 0 | 1 | 8
CCS(=O)(=O)Nc1ccc(C2=NN(S(C)(=O)=O)C(c3cccs3)C2)cc1 (stereo not given) | 0 | 1 | -4 | 3 | 1 | -2 | -1 | 0 | 2 | 0
OC(c1ccc(F)c(F)c1)c1nc(-c2cncnc2)cs1 (stereo not given) | 2 | 2 | -5 | 5 | . | -4 | 1 | 0 | -1 | -1
CC(=O)c1nn(-c2ccc(Cl)cc2)cc1C(=O)c1ccccc1 | -1 | -1 | 2 | 3 | -4 | 7 | 3 | 0 | 1 | -3
CC(C)c1nc(CNC(=O)CCc2nnc(-c3ccsc3)o2)cs1 | -4 | -7 | -3 | 2 | 7 | 0 | 1 | 0 | 0 | 0
CC(NS(=O)(=O)c1ccc2c(c1)CC(=O)N2C)c1ccccc1 (stereo not given) | 8 | 1 | 1 | 3 | -8 | -7 | 4 | -1 | -1 | 0
CC(C)CCNC(=O)CNC(=S)N(CCCN1CCOCC1)Cc1cccs1 | -7 | -4 | 4 | 4 | 9 | -2 | 2 | 1 | 1 | 4
COc1cc(SC)ccc1C(=O)Nc1nc(C)cs1 | 0 | -2 | -3 | -4 | -10 | -10 | -10 | -4 | -1 | 4
CCn1c2ccccc2c2cc(NC(=O)COC(=O)c3cc(S(N)(=O)=O)c(Cl)cc3Cl)ccc21 | 36* | -3 | -3 | 9 | 4 | 0 | -2 | -1 | -1 | -9
CC(=O)Nc1ccc(S(=O)(=O)N2CCN(S(=O)(=O)c3ccc(NC(C)=O)cc3)CC2)cc1 | 0 | 2 | 0 | -6 | 2 | 3 | 1 | 2 | -3 | 3
CCOc1ccc(CNS(=O)(=O)c2cc(-c3cc(C)no3)ccc2OC)cc1OC | 1 | -1 | -6 | 1 | -4 | -3 | -2 | 2 | -2 | -3
CC(C)(C)c1ccc(C(O)c2ncc(-c3ccccc3Cl)[nH]2)cc1 (stereo not given) | 0 | 1 | -14 | -3 | . | -2 | -1 | 1 | 0 | 5
Cc1ccccc1Cn1cc(NC(=O)c2nc3ncccn3n2)cn1 | 1 | -5 | 2 | 9 | 4 | -2 | -1 | -1 | 0 | 4
CCC(C)NC(=O)COC(=O)Cc1sc(N)nc1-c1ccc(C)cc1 (stereo not given) | 6 | 1 | 0 | 8 | -2 | 1 | 3 | -4 | -2 | 5
O=C(Nc1ccc(S(=O)(=O)NCc2ccco2)cc1)C1CCCCC1 | 5 | -2 | 0 | 10 | -14 | -5 | 0 | 7 | 5 | 8
CC(=O)Nc1ccc(C(=O)N2CCCCC2c2cc(C(=O)N3CCOCC3)no2)cc1 (stereo not given) | 0 | -4 | -3 | -6 | . | 4 | 1 | -1 | 5 | -4
COc1ccc(C(=O)NCCc2nnc3ccc(SCC(=O)Nc4ccccc4F)nn23)cc1 | -1 | -2 | 1 | -8 | 2 | 1 | 1 | 2 | -3 | 1
Cc1nn(S(=O)(=O)c2ccc(F)cc2)c(C)c1S(=O)(=O)N1CCCCC1 | 0 | 10 | 6 | 3 | -6 | 3 | 0 | 5 | 6 | -11
CCCCn1c(SCC(=O)c2ccc(O)cc2O)nc2cc(S(N)(=O)=O)ccc21 | 28 | 1 | -15 | 6 | -20 | -10 | -2 | 1 | -1 | -31
CCn1nc(NS(=O)(=O)c2ccccc2[N+](=O)[O-])c2cc3cccc(C)c3nc21 | 74* | -1 | 9 | 3 | -13 | -1 | 2 | -2 | 7 | 20
Cc1ccc2nc(-c3cccc(S(=O)(=O)N(C)C)c3)cn2c1 | 3 | 7 | 2 | -14 | -2 | -2 | 2 | 1 | 4 | -19
O=C(O)CCCNS(=O)(=O)c1ccc(Br)s1 | 4 | 0 | -5 | -4 | 4 | 0 | 0 | 3 | -1 | 3
COc1ccc(/C=C/C(=O)Nc2cc(F)ccc2C)cc1S(=O)(=O)N1CCOCC1 | 4 | -7 | 0 | -2 | 3 | -5 | -3 | -3 | -5 | -10
